# Assay outcomes (PubChem BioAssay)
# DNA FID counter = fluorescent intercalator displacement, NS3 helicase counter-screen; DNA fluorescent intercalator displacement, fluorescence; inhibition, % at 7.9 µM; 0.17% of 290,000 active; in the data active means inhibition above about 37%;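 further: 0% = vehicle and 100% = reference compound; higher means more ethidium bromide displaced from hairpin DNA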
# VIM-2 inhibitor = blocks Pseudomonas aeruginosa VIM-2 metallo-beta-lactamase | inhibition, % at 5.6 µM | 0.89% of 290,000 active | purified VIM-2, nitrocefin hydrolysis, epi-absorbance fluorescence;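 active means inhibition above the mean of all tested compounds plus 3 SD, cutoff set per screening run, cut at about 7.5% in these data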;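 further: red hydrolysis product quenches plate fluorescence so inhibitors raise well fluorescence; 0% = enzyme with DMSO and 100% = DMSO without enzyme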
# MEKK3 PB1 HTS = raises or lowers MEK5 binding to the human MEKK3 PB1 domain; Q99759; bead-based flow cytometry, Alexa488-MEK5 binding to MEKK3; actives lie on both sides; 0 = blocked by unlabeled MEK5, 100 = vehicle; binding response (% of control), % at 10 µM; 1.4% of 290,000 active;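 active means binding response more than 3 SD above or below the average of its plate-row segment, actives on both sides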;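 further: Alexa488 bead fluorescence after subtracting the streptavidin-only scavenger bead signal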
# IMP-1 inh = inhibitors of Pseudomonas aeruginosa IMP-1 metallo-beta-lactamase | purified IMP-1, nitrocefin hydrolysis, epi-absorbance fluorescence | inhibition, % at 5.6 µM | 0.45% of 290,000 active | AID 1556;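 active means inhibition above the mean plus 3 SD of all compounds in the same screening run, cut at about 4.5% in these data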;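 further: 0% = IMP-1 with DMSO and 100% = DMSO wells lacking enzyme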
#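 System: purified recombinant IMP-1 beta-lactamase. Medium: Zinc- and detergent-supplemented HEPES buffer, pH 7.1. Compound: one 5.6 µM dose […]. Schedule: 15 min preincubation plus 25 min reaction at 25 °C. Technique: Epi-absorbance fluorescence, 480 nm excitation, 530 nm emission.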
# NS3 helicase inh = inhibitors of Hepatitis C virus NS3 helicase. inhibition, % at 10.9 µM. AID 1800. 0.56% of 290,000 active. NS3 helicase DNA unwinding, Cy5 molecular beacon fluorescence;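 active means inhibition above the mean of all tested compounds plus 3 SD, set per campaign, cut at about 35% in these data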;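 further: 0% = DMSO wells and 100% = thioflavine S control wells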
#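 assay system = NS3 helicase fragment of HCV | buffer or medium = MOPS pH 6.5, MgCl2, DTT, Tween20, BSA | timing = 60 min unwinding reaction at 25 °C after ATP addition | signal = Cy5 beacon fluorescence read at start and 1 h | read-out basis = % inhibition of unwinding | control set = low DMSO, high thioflavine S at 110 µM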
# p-CIP stab down = lowers stability of the mouse p/CIP coactivator protein. decrease of EGFP signal, % at 10 µM. 0.01% of 290,000 active. F442A p/CIP-EGFP cells, EGFP fluorescence, 16 h. AID 1984. Q05BA5;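 active means EGFP signal decrease of at least 30% at 10 µM or well 3 SD below plate mean, unless failing retest; inactive means the rest, including hits failing retest or dose response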; further: some compounds called inactive have numbers as strong as hits; many of its hits are not listed in these tables
# PHOSPHO1 inh = PHOSPHO1 (human) inhibition. Q8TCT1. recombinant PHOSPHO1, absorbance phosphatase assay. inhibition, % at 13.3 µM. 1.1% of 290,000 active. AID 1565; in the data active means inhibition above about 60%
# SUMO HTRF inh = SUMOylation inhibition | inhibition, % at 35 µM | P63279 | AID 2006 | HTRF SUMOylation assay, SAE1/SAE2 + UBC9, in vitro | 0.36% of 290,000 active; in the data active means inhibition above about 50%, passing the limit was not always enough; further: strong numbers were not always called active
# IDE cell activ = IDE (human) activation, cell-based. 0.073% of 340,000 active. activation, % at 5.96 µM. HEK cells, FAbeta-B cleavage, fluorescence polarization; 0% vehicle, 100% cell-free pure enzyme wells. P14735;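 active means activation above the mean of all tested compounds plus 3 SD, set per screening campaign, cut at about 17% in these data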
# Target sequence (P14735 whole entry, looked up): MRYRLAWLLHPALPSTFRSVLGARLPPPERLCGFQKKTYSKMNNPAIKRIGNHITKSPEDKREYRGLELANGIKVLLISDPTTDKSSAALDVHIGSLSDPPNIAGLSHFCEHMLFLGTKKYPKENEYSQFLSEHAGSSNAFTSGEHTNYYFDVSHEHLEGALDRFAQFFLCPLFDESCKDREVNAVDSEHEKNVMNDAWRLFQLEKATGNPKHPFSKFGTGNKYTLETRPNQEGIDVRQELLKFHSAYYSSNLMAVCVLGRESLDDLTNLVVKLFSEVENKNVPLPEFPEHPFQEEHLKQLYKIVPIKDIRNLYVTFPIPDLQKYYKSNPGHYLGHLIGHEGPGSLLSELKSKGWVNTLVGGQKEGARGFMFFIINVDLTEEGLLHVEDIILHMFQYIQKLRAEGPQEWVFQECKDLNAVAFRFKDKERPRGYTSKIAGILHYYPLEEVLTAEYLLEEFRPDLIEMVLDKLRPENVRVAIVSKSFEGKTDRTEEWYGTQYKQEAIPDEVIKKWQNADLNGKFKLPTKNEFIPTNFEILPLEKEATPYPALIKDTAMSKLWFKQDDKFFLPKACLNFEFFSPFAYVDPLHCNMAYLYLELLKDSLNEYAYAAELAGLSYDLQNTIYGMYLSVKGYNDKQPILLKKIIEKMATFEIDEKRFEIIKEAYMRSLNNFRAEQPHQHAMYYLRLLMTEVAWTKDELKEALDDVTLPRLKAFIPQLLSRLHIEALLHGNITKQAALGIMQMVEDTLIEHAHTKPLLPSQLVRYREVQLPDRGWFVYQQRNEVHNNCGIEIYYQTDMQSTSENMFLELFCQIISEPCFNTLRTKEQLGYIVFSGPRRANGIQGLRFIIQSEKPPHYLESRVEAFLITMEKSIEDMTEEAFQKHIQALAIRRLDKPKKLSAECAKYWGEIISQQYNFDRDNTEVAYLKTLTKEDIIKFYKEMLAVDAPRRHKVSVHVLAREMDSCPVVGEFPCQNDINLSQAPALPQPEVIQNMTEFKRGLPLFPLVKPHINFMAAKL
# Starred values were filed as active, the others as inactive; / = no result given. Not all compounds are listed; count on the stated rates, not on these rows.
cpd | Structure | DNA FID counter | VIM-2 inhibitor | MEKK3 PB1 HTS | IMP-1 inh | NS3 helicase inh | p-CIP stab down | PHOSPHO1 inh | SUMO HTRF inh | IDE cell activ
1 | COc1ccccc1NC(=O)/C(C#N)=C/c1cc([N+](=O)[O-])ccc1N1CCCC1 | 1 | -0.4 | 90 | -3.0 | 7 | -24 | 6 | 26 | 2
2 | CC(=O)Nc1cccc(N2C(=O)CC(Cc3ccccc3)C2=O)c1 (stereo not given) | 6 | 2.7 | 103 | 0.7 | 1 | 0 | -12 | 16 | 10
3 | CCCCC(=O)NC(=S)Nc1ccccc1C(=O)Nc1ccccc1 | -2 | 0.3 | 105 | 13* | 1 | -5 | 24 | 16 | -2
4 | O=C(CSc1ccccc1)NCc1ccccc1 | -1 | -1.0 | 109 | -2.0 | 4 | 5 | 24 | 13 | 5
5 | CCSc1nnc(NC(=O)Cn2cnc3c2c(=O)n(C)c(=O)n3C)s1 | -3 | -2.9 | 101 | -3.2 | 2 | 16 | -77 | 16 | -2
6 | CN1CC(=O)N(CCOc2ccccc2)C1=O | 3 | -4.8 | / | -3.0 | 11 | -1 | -44 | 20 | -4
7 | N#CC1=C(N2CCOCC2)/C(=C\c2ccccc2)CC1 | -13 | -2.3 | 93 | -2.8 | 1 | 3 | -13 | 7 | -3
8 | CCOC(=O)CSc1nc(C)[nH]c1[N+](=O)[O-] | 0 | 0.8 | 94 | 0.1 | -5 | -13 | 6 | -3 | -3
9 | Cc1cccc(-c2cc3nc4c(c(N5CCC6(CC5)OCCO6)n3n2)CCCC4)c1 | -2 | -1.0 | / | -1.8 | 5 | / | / | / | 3
10 | CN(C)CCCN1C(=O)c2cc3ccccc3cc2C1=O | 4 | 1.2 | 111 | -1.2 | 13 | -12 | 34 | 9 | 4
11 | COc1ccc(NC(=O)N2CCCC2C(=O)NC23CC4CC(CC(C4)C2)C3)cc1 (stereo not given) | -27 | 0.8 | 94 | 0.7 | 11 | 12 | 46 | -21 | 3
12 | CCN(CC)CCCNC(=O)C1c2ccccc2C(=O)N1Cc1ccc(C)cc1 (stereo not given) | 4 | 0.0 | 108 | -2.0 | 4 | -15 | 19 | -1 | 4
13 | CC(=O)c1c(O)cc(C(C)C)n(-c2ccccc2)c1=O | -5 | -0.9 | 94 | -2.0 | 1 | 7 | 0 | 2 | -3
14 | NCc1nc(-c2ccc(Cl)cc2)no1 | 1 | -0.9 | 98 | -2.3 | -1 | -16 | 47 | -16 | 1
15 | CC(C)c1ccc(NC(=O)NC(C)c2ccc3c(c2)OCO3)cc1 (stereo not given) | -22 | -2.7 | 102 | -0.9 | -6 | 1 | 29 | -27 | 2

# A draw from above in order of length of the SMILES, rising.
cpd | Structure | DNA FID counter | VIM-2 inhibitor | MEKK3 PB1 HTS | IMP-1 inh | NS3 helicase inh | p-CIP stab down | PHOSPHO1 inh | SUMO HTRF inh | IDE cell activ
6 | CN1CC(=O)N(CCOc2ccccc2)C1=O | 3 | -4.8 | / | -3.0 | 11 | -1 | -44 | 20 | -4
5 | CCSc1nnc(NC(=O)Cn2cnc3c2c(=O)n(C)c(=O)n3C)s1 | -3 | -2.9 | 101 | -3.2 | 2 | 16 | -77 | 16 | -2
11 | COc1ccc(NC(=O)N2CCCC2C(=O)NC23CC4CC(CC(C4)C2)C3)cc1 (stereo not given) | -27 | 0.8 | 94 | 0.7 | 11 | 12 | 46 | -21 | 3

# Four of these compounds in another layout:
7) N#CC1=C(N2CCOCC2)/C(=C\c2ccccc2)CC1
- DNA FID counter = -13
- VIM-2 inhibitor = -2.3
- MEKK3 PB1 HTS = 93
- IMP-1 inh = -2.8
- NS3 helicase inh = 1
- p-CIP stab down = 3
- PHOSPHO1 inh = -13
- SUMO HTRF inh = 7
- IDE cell activ = -3

8) CCOC(=O)CSc1nc(C)[nH]c1[N+](=O)[O-]
- DNA FID counter = 0
- VIM-2 inhibitor = 0.8
- MEKK3 PB1 HTS = 94
- IMP-1 inh = 0.1
- NS3 helicase inh = -5
- p-CIP stab down = -13
- PHOSPHO1 inh = 6
- SUMO HTRF inh = -3
- IDE cell activ = -3

9) Cc1cccc(-c2cc3nc4c(c(N5CCC6(CC5)OCCO6)n3n2)CCCC4)c1
- DNA FID counter = -2
- VIM-2 inhibitor = -1.0
- MEKK3 PB1 HTS = /
- IMP-1 inh = -1.8
- NS3 helicase inh = 5
- p-CIP stab down = /
- PHOSPHO1 inh = /
- SUMO HTRF inh = /
- IDE cell activ = 3

10) CN(C)CCCN1C(=O)c2cc3ccccc3cc2C1=O
- DNA FID counter = 4
- VIM-2 inhibitor = 1.2
- MEKK3 PB1 HTS = 111
- IMP-1 inh = -1.2
- NS3 helicase inh = 13
- p-CIP stab down = -12
- PHOSPHO1 inh = 34
- SUMO HTRF inh = 9
- IDE cell activ = 4

# Other results follow:
cpd | Structure | DNA FID counter | VIM-2 inhibitor | MEKK3 PB1 HTS | IMP-1 inh | NS3 helicase inh | p-CIP stab down | PHOSPHO1 inh | SUMO HTRF inh | IDE cell activ
16 | O=C(NCc1ccco1)C(c1cccs1)N(C(=O)Cc1cccs1)c1ccccc1 (stereo not given) | -29 | 0.3 | 102 | -0.4 | 12 | -2 | 15 | 20 | 7
17 | CCCC(=O)Nc1ccc(C(=O)Nc2nnc(COCC)s2)cc1 | -13 | -0.9 | 112 | 0.2 | -9 | -2 | -1 | 6 | 0
18 | CC(=O)Nc1nc2ccccc2n1CCOc1ccccc1 | -7 | -0.6 | 95 | -5.5 | -7 | 1 | 1 | 2 | 4
19 | Cc1ccnc(NS(=O)(=O)c2ccc(NC(=O)c3c(-c4ccccc4Cl)noc3C)cc2)n1 | -14 | 3.1 | 96 | -5.7 | -6 | 0 | -7 | 14 | 0
20 | CC(C)c1nc(SCC(=O)Nc2ccc(N3CCOCC3)cc2)c2ccccc2n1 | -30 | -4.8 | 85 | -2.7 | 15 | -2 | -4 | -28 | 3
21 | O=C(c1ccc(F)cc1)N1CCN(c2ccc(N3CCOCC3)nn2)CC1 | -7 | -2.5 | 100 | -2.5 | 0 | -6 | 14 | 35 | 5
22 | Cc1cc(Cl)ccc1OCC(=O)NCc1ccncc1 | -4 | -2.5 | 98 | 0.1 | 7 | 0 | -106 | -6 | 1
23 | O=C(NCC(c1ccco1)N1CCCCC1)c1ccc(NS(=O)(=O)c2ccc(F)cc2)cc1 (stereo not given) | 16 | -0.8 | 108 | -2.6 | -33 | -6 | 18 | 7 | 1
24 | CCOCc1nnc(NC(=O)c2cc(OC)c(OC)c(OC)c2)s1 | -17 | -2.4 | 96 | -3.2 | -3 | -11 | 8 | 13 | 3
25 | Cc1ccc(C(=O)NNC(=O)c2cc3ccccc3cc2O)cc1 | -8 | -2.3 | 101 | -2.9 | 0 | -6 | 30 | 8 | 5
26 | Oc1oc(-c2ccccc2Br)nc1/C=N/c1ccccn1 | -12 | -1.9 | 107 | -2.5 | -7 | 0 | 19 | -2 | 2
27 | CCS(=O)(=O)NCC(c1cccnc1)N1CCN(c2ccccc2)CC1 (stereo not given) | -6 | -1.9 | 90 | -2.6 | -3 | -8 | 26 | 6 | 4

# Record cards, from the list above. Values in the order: DNA FID counter | VIM-2 inhibitor | MEKK3 PB1 HTS | IMP-1 inh | NS3 helicase inh | p-CIP stab down | PHOSPHO1 inh | SUMO HTRF inh | IDE cell activ
# Cc1ccc(C(=O)NNC(=O)c2cc3ccccc3cc2O)cc1 is listed as -8 | -2.3 | 101 | -2.9 | 0 | -6 | 30 | 8 | 5
# CCOCc1nnc(NC(=O)c2cc(OC)c(OC)c(OC)c2)s1 is listed as -17 | -2.4 | 96 | -3.2 | -3 | -11 | 8 | 13 | 3
# Cc1cc(Cl)ccc1OCC(=O)NCc1ccncc1 is listed as -4 | -2.5 | 98 | 0.1 | 7 | 0 | -106 | -6 | 1
# CCS(=O)(=O)NCC(c1cccnc1)N1CCN(c2ccccc2)CC1 (stereo not given) is listed as -6 | -1.9 | 90 | -2.6 | -3 | -8 | 26 | 6 | 4
